AmpC inh detg = inhibitors of E. coli AmpC beta-lactamase with detergent | hit rate 0.041% among 370,000 | AID 485294 | Potency, µM (highest dose often 114 µM), without a hit: top-dose activity change, negative = inhibition, most hits filed as inhibitors | AmpC hydrolysis of nitrocefin, absorbance 480 nm, 0.01% Triton | P00811;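 note: potency is the fitted concentration of half-maximal effect; 0% = no-compound wells and -100% = no-enzyme wells; nearly all actives have a fitted effect of over 25% in size; some results filed as inactive show a strong effect at the top dose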
Target sequence (P00811 whole entry, looked up): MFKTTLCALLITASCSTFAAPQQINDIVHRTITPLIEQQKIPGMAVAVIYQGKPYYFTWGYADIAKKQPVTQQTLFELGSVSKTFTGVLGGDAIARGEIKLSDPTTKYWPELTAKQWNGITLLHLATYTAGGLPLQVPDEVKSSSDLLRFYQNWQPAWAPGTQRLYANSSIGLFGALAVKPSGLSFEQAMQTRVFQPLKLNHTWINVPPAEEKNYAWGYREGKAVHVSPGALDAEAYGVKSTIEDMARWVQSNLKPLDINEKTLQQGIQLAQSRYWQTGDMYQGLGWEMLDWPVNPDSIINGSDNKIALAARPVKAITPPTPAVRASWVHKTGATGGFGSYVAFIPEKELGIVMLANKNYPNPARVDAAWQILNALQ
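AmpC (5.3 nM in the dispensed reagent) in 20 mM phosphate pH 7.0 with 0.01% (detergent screen) or 0.0001% Triton X-100 was preincubated with compounds for 15 min at room temperature. Nitrocefin was then added from an 800 uM solution, and hydrolysis was followed at 480 nm.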
HCMV inh = human cytomegalovirus inhibition; activity change, negative = inhibition, % at 57.5 µM; hit rate 4.5% among 410,000; HFF cells, HCMV-luciferase reporter, 72 h; stronger effect = lower value; in the data active = activity change below about -60%; inconclusive = no clear call, values can overlap the other calls; inactive = above about -39%
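Steps: HFFs plated, 16 h 37C; compounds added; HCMV-luciferase added to MOI 1 PFU/cell; 72 h 37C; OneGlo reagent, 5 min room temperature; luminescence read, normalized to controls.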
HCV inhibitor = HCV inhibition. hit rate 3.4% among 340,000. Huh7.5.1 HCVcc-Cre infection, luciferase reporter, 44 h. Potency, µM (series often up to 41.8 µM), for inactives: top-dose activity change, negative = inhibition, most hits filed as inhibitors; note: potency is the fitted concentration of half-maximal effect
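A cell-based infection assay in which seeded cells (1,000 per well) receive test compound after 4 h, are inoculated with HCVcc-Cre at approximately 0.5 moi, and are incubated 44 h before luminescence detection.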
Giardia FBPA inh = Giardia lamblia aldolase inhibition; hit rate 0.71% among 290,000; Potency, µM (highest dose often 59.6 µM), inactives show top-dose activity, negative = inhibition, actives largely listed as inhibitors; AID 2451; purified Giardia FBPA; A8B2U2; note: potency is the fitted concentration of half-maximal effect; nearly all actives have a fitted effect of over 55% in size
Target sequence (A8B2U2 whole entry, looked up): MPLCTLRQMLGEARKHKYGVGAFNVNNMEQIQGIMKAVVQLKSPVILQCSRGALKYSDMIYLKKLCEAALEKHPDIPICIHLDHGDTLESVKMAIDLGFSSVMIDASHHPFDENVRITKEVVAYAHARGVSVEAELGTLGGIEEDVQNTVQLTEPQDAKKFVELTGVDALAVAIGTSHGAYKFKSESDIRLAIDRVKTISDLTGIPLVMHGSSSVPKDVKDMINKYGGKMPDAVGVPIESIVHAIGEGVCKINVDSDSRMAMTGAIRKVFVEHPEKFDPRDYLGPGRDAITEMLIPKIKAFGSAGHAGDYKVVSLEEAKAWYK
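40 nM FBPA preincubated 10 min at RT with compound (up to 57.5 uM final), then substrate plus GAPDH/TPI/NAD/arsenate coupling and diaphorase/resazurin added. Fluorescence read after 20 min at RT, 525/598 nm.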
Sm TGR block = inhibitors of Schistosoma mansoni thioredoxin glutathione reductase. Q962Y6. purified TGR, DTNB reduction, TNB absorbance 405 nm. Potency, µM (series often up to 114 µM), for the others: at the highest dose activity change, negative = inhibition, hits mostly inhibitors. hit rate 3% among 360,000. AID 485364; note: potency is the fitted concentration of half-maximal effect; nearly all actives have a fitted effect of over 60% in size
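Kinetic colorimetric format: TGR-catalysed, NADPH-driven DTNB reduction monitored via TNB absorbance. Enzyme dispensed at 20 nM; compound exposure 15 min at room temperature before reaction start.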
AMA1 RON2 block = disrupts binding of P. falciparum AMA1 to RON2; AlphaScreen AMA1-biotinylated RON2 peptide binding; Potency, µM (titrated, usually from 58.2 µM), for the others: at the highest dose activity change, negative = inhibition, hits mostly inhibitors; hit rate 0.2% among 360,000; AID 720542;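 note: potency is the fitted concentration of half-maximal effect; 0% = vehicle wells and -100% = peptide control; nearly all actives have a fitted effect of over 45% in size; some results filed as inactive show a strong effect at the top dose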
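AMA1 (3D7) with his tag at 25 nM final met compounds first, then biotinylated RON2 peptide at 25 nM; detection used donor plus acceptor beads, 10 µg/mL apiece, read by AlphaScreen after 30 min at room temperature.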
Starred values were filed as active, the others as inactive; u = inconclusive; x = not tested or not shown; [ ] = remark or other dose. Unless noted, calls come from the whole dose curve; as a rule, active = well fitted curve in the direction sought with a large enough effect; inconclusive = small, poorly fitted or top-dose-only effect, or another doubt; inactive = no such curve, though single readings can be large; an effect the other way counts as inactive or inconclusive. Unless noted, % is set by controls: 0 for no effect and ±100 for the full control effect.

SMILES | AmpC inh detg | HCMV inh | HCV inhibitor | Giardia FBPA inh | Sm TGR block | AMA1 RON2 block
CCOC(=O)C1CCN(C(=O)C2CCN(S(=O)(=O)c3cc(Cl)ccc3OCC)CC2)CC1 | 0.2% | -3.3 | -12.2% | -5.6% | -26.9% | 10.1%
Cc1ccc(S(C)(=O)=NS(=O)(=O)c2cccc3nsnc23)cc1 (configuration not stated) | 3.5% | -16.5 | 8.6% | 3.7% | -3.7% | 21.5%
CCCC1=C(C(=O)OCC)C(c2ccccc2OCC)NC(=O)N1C (configuration not stated) | u | -30.9 | -29.6% | -0.4% | -1.6% | 9.1%
CC(C)OCCCN1CC(=O)N2C(c3cccc([N+](=O)[O-])c3)c3[nH]c4ccccc4c3C[C@H]2C1=O (some centres not stated) | -9.3% | 54.3 | -15.7% | 3.4% | 0.0% | -8.3%
N#Cc1c(NC(=O)C2CC(c3ccccc3Cl)=NO2)sc2c1CCC2 (configuration not stated) | -14.8% | -39.9 | -10.9% | 0.1% | 7.0% | -28.2%
COc1ccc(C)cc1NC(=O)C(C)N1CCOCC1 (configuration not stated) | 4.2% | -5.7 | -17.4% | -26.1% | -21.9% | -0.6%
CC1=C/C(=N\NC(=O)c2ccc(O)cc2)CC1 | -1.9% | -5.0 | 8.3% | -16.5% | -15.0% | 75.1%[activator]
O=C(NCc1ccco1)C(c1cccs1)N(C(=O)Cc1cccs1)c1ccccc1 (configuration not stated) | -22.2% | 48.7 | -6.8% | 1.2% | -30.7% | -1.7%
CN(C)C(=S)Nc1cccc(F)c1 | -0.4% | 2.0 | 12.3% | -3.4% | -7.3% | -5.8%
CCOC(=O)c1oc2c(CN3CCN(C)CC3)c(O)ccc2c(=O)c1-c1ccc(Br)cc1 | -1.5% | -37.4 | 10.1% | 15.6% | 2.5% | 11.3%
CCCCc1nn2c(=O)cc(COC(=O)c3ccccc3NC(=O)c3cccc(C)c3)nc2s1 | -1.6% | -9.2 | x | x | 2.2% | x
Cn1c(O)c(C=NCc2ccco2)c(=O)n(C)c1=O | 2.8% | -21.1 | 2.3% | -1.9% | -16.8% | 4.8%
Cc1ccc(N2C(=O)c3ccc(C(=O)O)cc3C2=O)c(C)c1 | 5.3% | -20.5 | -2.8% | 19.9% | 6.3% | 7.6%
CCC(=O)N1c2ccccc2CC1C(=O)NCCCN1CCN(c2cccc(Cl)c2)CC1 (configuration not stated) | 12.8% | -7.6 | x | x | -15.5% | x
O=C(COC(=O)c1ccc(Oc2ccccc2)cc1)Nc1nnc(-c2ccccc2)o1 | u | 37.0 | -2.7% | u | 6.3% | 43.9%[activator]
Cc1cc2c(cc3c(=O)n(CC(=O)NCc4ccccc4Br)ncn32)s1 | 12.9% | -0.6 | x | x | 1.3% | x
Cc1ccc(NC(=O)C2CCCN(C(=O)Nc3ccc(F)cc3)C2)cc1 (configuration not stated) | -14.3% | 8.9 | -27.0% | 7.5% | -13.9% | 0.0%
O=S(=O)(c1ccc(-c2cc(C(F)(F)F)on2)s1)N1CCN(c2ccccc2F)CC1 | -8.3% | u | x | x | 6.4% | x
Cc1ccc(NC(=O)CCn2c(=S)oc3ccccc32)cc1 | 3.2% | 16.0 | -21.5% | 0.9% | -3.6% | 4.5%
COC(=O)N1CCN(c2ccc(Cl)c(Cl)c2)CC1 | 0.6% | -18.7 | 0.4% | -4.2% | 0.1% | -5.6%
COc1ccccc1CCNC(=O)C(=O)NCC(c1ccco1)S(=O)(=O)c1cccs1 (configuration not stated) | 0.2% | -4.9 | x | x | 17.8µM* | x
Cc1ccccc1OCCC(=O)OCC(=O)c1c(N)n(CC(C)C)c(=O)n(C)c1=O | x | -2.9 | -2.6% | x | x | 9.9%
Fc1ccc(C2=Nn3c(nnc3-c3n[nH]c4c3CCC4)SC2)cc1 | -16.4% | 176.9 | -9.1% | -2.5% | 1.7%[11.4 µM] | 9.6%
COC(=O)c1[nH]c2ccc(Br)cc2c1NC(=O)Oc1ccccc1 | -2.2% | 127.6 | -7.3% | -3.4% | 5.8% | -7.0%
CNC(=O)c1cc(-c2ccc(Cl)cc2)n(-c2ccccc2)n1 | 1.3% | 12.6 | -0.6% | -5.3% | -12.8% | -2.6%

Single records (already shown). Screens in order: AmpC inh detg | HCMV inh | HCV inhibitor | Giardia FBPA inh | Sm TGR block | AMA1 RON2 block
Entry for `COc1ccc(C)cc1NC(=O)C(C)N1CCOCC1` (configuration not stated) → 4.2% | -5.7 | -17.4% | -26.1% | -21.9% | -0.6%
Entry for `O=C(NCc1ccco1)C(c1cccs1)N(C(=O)Cc1cccs1)c1ccccc1` (configuration not stated) → -22.2% | 48.7 | -6.8% | 1.2% | -30.7% | -1.7%
Entry for `Cc1ccccc1OCCC(=O)OCC(=O)c1c(N)n(CC(C)C)c(=O)n(C)c1=O` → x | -2.9 | -2.6% | x | x | 9.9%
Entry for `COc1ccccc1CCNC(=O)C(=O)NCC(c1ccco1)S(=O)(=O)c1cccs1` (configuration not stated) → 0.2% | -4.9 | x | x | 17.8µM* | x
Entry for `O=S(=O)(c1ccc(-c2cc(C(F)(F)F)on2)s1)N1CCN(c2ccccc2F)CC1` → -8.3% | u | x | x | 6.4% | x

New compounds follow.
SMILES | AmpC inh detg | HCMV inh | HCV inhibitor | Giardia FBPA inh | Sm TGR block | AMA1 RON2 block
CCOC(=O)c1cc(=O)cc(C(=O)OCC)o1 | -18.6% | -11.7 | 20.4% | 0.5% | -29.7% | 5.2%
COc1ccc(C)cc1NC(=O)NCc1ccc(F)cc1 | 8.5% | 31.4 | -8.7% | 2.8% | 7.7% | -8.4%
COCc1cc(=O)[nH]c(-c2ccc(C(F)(F)F)cc2)n1 | -0.7% | 17.0 | 15.2% | 4.5% | 3.2% | 4.9%
Cc1nn(-c2ccccc2)c(-n2cccc2)c1C(=O)NCCc1ccc(Cl)cc1 | 13.9% | -99.8* | x | x | 0.3% | x
CN(C)N=Nc1nc[nH]c1C(N)=O | u | 4.1 | -25.4% | x | 1.9% | 0.5%
Cc1ccc(CN2CCN(Cc3ccc(Oc4ncccn4)cc3)CC2CCO)cc1 (configuration not stated) | -0.7% | -28.1 | 10.2% | -1.3% | 1.1%[57.1 µM] | 6.7%
COc1ccc(Cn2c(=N)c(C(=O)NCC3CCCO3)cc3c(=O)n4ccccc4nc32)cc1 (configuration not stated) | -6.3% | 7.0 | -33.0% | 2.0% | 2.6% | 7.7%
CCc1ccc(CNC(=O)C(C)n2ccc3cc(S(=O)(=O)N4CCCCCC4)ccc32)cc1 (configuration not stated) | 2.8% | 14.2 | x | x | 0.4% | x
On1c(-c2ccccc2)nc2ccc(Cl)cc21 | -3.7% | 47.9 | -4.9% | -15.7% | -2.1% | -9.8%
Cc1ccc(-c2cc(C(=O)N(Cc3ccc(C(C)(C)C)cc3)Cc3ccco3)no2)cc1 | 11.8% | 46.0 | x | x | -1.9% | x
CCN(CC)c1ccc(/C=c2/sc3nnc(-c4ccccc4C)n3c2=O)cc1 | 4.5% | -35.0 | -8.6% | 2.4% | 5.9% | -6.0%
COc1ccc(CCN(C)CC(O)COc2c(C)ccc(C)c2C)cc1OC (configuration not stated) | 4.4% | -4.3 | u | 8.6% | -29.7% | 18.1%
CCOc1cc(N2CCOCC2)c(OCC)cc1NC(=O)CN1C(=O)NC(C)(c2ccc(OC)cc2)C1=O (configuration not stated) | x | 0.0 | -7.7% | x | x | 1.9%
Cc1nc2ccccc2c(=O)n1NC(=O)CCC(=O)O | -13.0% | -21.7 | 5.5% | 1.6% | -4.4% | -2.4%
COc1ccc2cc(C(=O)C3CCCN(Cc4cccc(C)n4)C3)ccc2c1 (configuration not stated) | -0.1% | -67.5* | u | -10.3% | -20.6% | -26.2%
COc1cccc(CN(C)CC(=O)Nc2cc(S(=O)(=O)N3CCCC3)ccc2Cl)c1OC | -5.3% | -33.4 | 2.82µM* | x | 2.9% | 19.3%
O=c1c2cc(N3CCOCC3)ccc2[nH]c(=S)n1CCc1ccccc1 | -1.1% | 46.6 | -27.3% | -2.1% | 0.7% | 69.8%[activator]
COc1cccc(N2CCN(C(=S)NCCc3ccccc3)CC2)c1 | u | -16.5 | -16.2% | -1.0% | 2.8% | -5.3%
COc1ccc(CCN2C(=S)NC3CC2(C)Oc2ccc([N+](=O)[O-])cc23)cc1OC (configuration not stated) | u | -7.1 | 4.47µM* | -2.7% | -3.7% | 18.8%
COCCn1nnnc1CN(Cc1cccnc1)Cc1cc2cc(OC)ccc2[nH]c1=O | -16.1% | u | 17.3% | -23.4% | -34.6% | 2.4%
Cc1ccccc1C(=O)Nc1nnc(CC(=O)N/N=C/c2ccncc2)s1 | -0.9% | -22.1 | -21.3% | 1.6% | -14.6% | 3.6%
CC(=O)NCCc1nc2ccccc2n1Cc1ccc(C)cc1 | -7.7% | -34.3 | 11.3% | 1.7% | -12.0% | -4.0%
CCOC(=O)c1cc(C#N)c(Oc2cccc(C(F)(F)F)c2)nc1-c1ccccc1 | 4.7% | -38.8 | u | -7.6% | -11.7% | 31.5%[activator]
CCN(CC)c1ccc(NC(=O)Cn2cc3c(n2)CCCC3)c(C)c1 | 16.0% | -28.6 | x | x | -0.7% | x
COc1cc(C(=O)NCC(=O)OCC(=O)Nc2ncc(Cl)cc2Cl)cc(OC)c1OC | u | 35.2 | 27.3% | -2.0% | -7.9% | -10.7%
Carrying on.
SMILES | AmpC inh detg | HCMV inh | HCV inhibitor | Giardia FBPA inh | Sm TGR block | AMA1 RON2 block
CCN1CCN(CCCNC(=O)c2ccc3c(c2)N(Cc2ccccc2)CCS3)CC1 | 2.7% | -32.5 | 10µM* | x | -5.3% | -13.7%
COc1cccc(NC(=O)C2C3C=CC4(O3)C2C(=O)N(CCCN2CCCCC2)C4C(=O)NC2CCCCC2)c1 (configuration not stated) | 0.7% | 4.5 | -5.8% | -16.6% | 2.1% | -0.3%
CC(C)CC(=O)NC(=S)Nc1nc(-c2ccccc2)cs1 | 0.7% | 125.8 | u | -8.7% | 3.9% | 6.7%
COc1ccc(OC)c(NC(=O)c2ccc3c(c2)c(C)c(C)n3Cc2ccc(F)cc2)c1 | 2.2% | 0.0 | x | x | 2.4% | x
Cc1nnc2n1NC(c1ccc(Cl)cc1)C(C(=O)N(C)C1CCCCC1)S2 (configuration not stated) | -14.7% | 25.4 | -8.9% | 0.4% | 8.5% | -2.0%
C=CCOc1ccc(/C=C/C(=O)OCC(=O)N2CCCc3ccccc32)cc1 | -16.1% | -20.9 | -12.4% | x | -3.0% | 13.1%
COc1cccc(C(=O)N2CCN=C2SCc2cccnc2)c1OC | -16.6% | -2.6 | -6.4% | 3.9% | -9.5% | 13.7%
COc1ccccc1C1C=C(c2ccc(C)cc2)Nc2nnnn21 (configuration not stated) | -10.5% | 7.5 | u | -1.8% | -3.2% | -16.7%
FC(F)(F)c1cccc(Oc2ccc3c(C(F)(F)F)cc(C(F)(F)F)nc3n2)c1 | -2.1% | -9.7 | -17.6% | 0.8% | 13.3% | 8.3%
O=c1[nH]c(SCc2nc3c(cnn3-c3ccccc3)c(=O)[nH]2)nc2ccccc12 | -3.0% | -92.2* | u | -13.4% | 3.7% | 0.0%

Copied from the list.
AmpC inh detg result of `FC(F)(F)c1cccc(Oc2ccc3c(C(F)(F)F)cc(C(F)(F)F)nc3n2)c1` → -2.1%
AmpC inh detg result of `COc1cccc(NC(=O)C2C3C=CC4(O3)C2C(=O)N(CCCN2CCCCC2)C4C(=O)NC2CCCCC2)c1` (configuration not stated) → 0.7%
